Compound activity from PubChem BioAssay.
BL2 CD40 inh – CD40 pathway inhibition in BL2 cells; BL2 NF-kB luciferase reporter, CD40L-induced, 4 h; inhibition, % at 10 µM; 83,000 compounds, 0.94% hits;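 active means mean inhibition of at least 50% with a set share of replicates also reaching that level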;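 further: 0% = neutral control wells and 100% = IKK inhibitor VII at 50 µM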
* = called active by the depositor; [ ] = dose if it differs, or a comment. Only part of the results is shown; rates above refer to the full screens.

SMILES | BL2 CD40 inh
C=C(C)C1Cc2c(C)nn(-c3cccc4cccnc34)c2C1 (stereo not drawn) | 4.8
c1coc(-c2nnc3sc(Cc4cccs4)nn23)c1 | 15.3
Cc1cc(NC(=O)COC(=O)CCn2c(C)csc2=O)c([N+](=O)[O-])cc1C | -0.6
COc1ccc2nc(NC(=O)Nc3cccc4ccccc34)sc2c1 | -50.6
C[C@H]1CN([C@@H](C)CO)C(=O)CCCn2cc(nn2)CO[C@H]1CN(C)C(=O)Nc1ccc(-c2cccs2)cc1 | -12.4[25 µM]
O=C1CNC[C@H]2[C@@H](c3ccc(-c4ccccc4F)cc3)[C@H](CO)N12 | 2.2[25 µM]
COCCNC(=O)C1(C)CCN(Cc2cccc(Oc3ccccc3)c2)C1 (stereo not drawn) | -1.2
CSCCC(NC(=O)c1ccco1)C(=O)OCc1cc([N+](=O)[O-])cc2c1OCOC2 (stereo not drawn) | 12.1
CCOc1ccc(NC(=O)CN(C)C(=O)/C=C/c2ccc(S(=O)(=O)N3CCCCCC3)cc2)cc1OCC | 2.0
COC(=O)c1ccc(COc2ccc3c(C)c(C)c(=O)oc3c2)o1 | -30.6
C1CCC(NC2=NCCO2)CC1 | 0.8
COc1cc(NS(=O)(=O)c2cc(C(=O)NCCc3ccccn3)ccc2OC)cc(OC)c1 | 1.9
Cc1cc(C(=O)NN=C2CCCCCCC2)c2ccccc2n1 | 3.8
Cn1cnnc1SCC(=O)NC(=O)NCc1ccccc1 | 3.0
O=C1Nc2ccc([N+](=O)[O-])cc2OC1CCN1CCN(Cc2ccccc2)CC1 (stereo not drawn) | 5.5
CC(C)=CC[N+]1(C)CCCCC1 | 5.0
COc1ccc(CC(=O)Nc2nc3ccccc3[nH]2)cc1 | -10.7
CCCC1(C)Nc2ccccc2-c2nc3ccccc3n21 (stereo not drawn) | -63.9
Cc1c([N+](=O)[O-])nnn1-c1cc(Cl)cc(Cl)c1 | 13.3
COC(=O)CCc1c(C)c(C(=O)c2cc(F)c(F)c(F)c2F)c2ccccn12 | 6.5
Oc1ccc(N2CCN(Cc3c(-c4ccccc4)nc4ccccn34)CC2)cc1 | -18.4
CC(=O)N1CCn2c3c(c4cc(C)ccc42)CCCC31 (stereo not drawn) | -19.7
Cn1cc(CN2CCCCC2c2ccccn2)c(-c2ccc3c(c2)OCCO3)n1 (stereo not drawn) | -5.3
COc1ccc2c3c(n(C)c2c1)[C@H](CO)N(C(=O)CN(C)C)CC31CCN(S(C)(=O)=O)CC1 | -1.9[25 µM]

Among those listed so far, these contain an aryl methoxy group:
SMILES | BL2 CD40 inh
COc1ccc2nc(NC(=O)Nc3cccc4ccccc34)sc2c1 | -50.6
COc1cc(NS(=O)(=O)c2cc(C(=O)NCCc3ccccn3)ccc2OC)cc(OC)c1 | 1.9
COc1ccc(CC(=O)Nc2nc3ccccc3[nH]2)cc1 | -10.7
COc1ccc2c3c(n(C)c2c1)[C@H](CO)N(C(=O)CN(C)C)CC31CCN(S(C)(=O)=O)CC1 | -1.9[25 µM]

Next compounds follow:
SMILES | BL2 CD40 inh
Cc1ccc(NC(=O)c2cccs2)cc1NC(=O)c1cccnc1 | -4.0
Cc1cc(CN2CCN(CCC#N)CC2)c(O)c(C2(C)CCCCC2)c1 | 20.8
CCCc1c(C(=O)N/N=C(\C)c2ccc(CC(C)C)cc2)nnn1-c1nonc1N | -1.0
CC(OC(=O)c1ccc(NC(N)=O)cc1)C(=O)Nc1ccc2c(c1)OCCO2 (stereo not drawn) | -0.7
Cc1ccc(S(=O)(=O)NCCC(=O)NCC(c2ccco2)N2CCCCC2)cc1C (stereo not drawn) | -4.8
CN1C(=O)c2cc(NC(=O)c3ccc4c(c3)OCO4)ccc2OC[C@H]2O[C@H](CC(=O)O)CC[C@H]21 | 10.0[25 µM]
CC(=O)c1ccc(OCC(=O)Nc2ccc3c(c2)OCO3)cc1 | -13.2
c1ccc(Cc2nnc3sc(-c4ccccn4)nn23)cc1 | -6.6
CCN(CC)S(=O)(=O)c1ccc(N2CCOCC2)c(NC(=O)C2CCCC2)c1 | -2.4
CC(C)C#Cc1ccc([C@H]2[C@@H](CO)N(C(=O)c3cccc(F)c3)[C@H]2C#N)cc1 | 15.7[25 µM]
CC(C)(C)n1nnc(CCc2nnn(C(C)(C)C)n2)n1 | -6.0
O=C(OCC(=O)N1CCCc2ccccc21)c1cccc(S(=O)(=O)N2CCOCC2)c1 | 8.0
O=S(=O)(Nc1cccc(CCc2ccccn2)c1)c1ccc2ccccc2c1 | 1.6
CCCCn1c(N)c(N(CCOC)C(=O)C2CCN(S(=O)(=O)c3ccccc3)CC2)c(=O)[nH]c1=O | -13.0
OCC1(CCCc2ccccc2)CCN(C2CCC2)CC1 | 4.7
N#Cc1ccc(NCC(=O)Nc2ccc(S(=O)(=O)N3CCCCC3)cc2)cc1 | 6.1
Cc1cccc(CSc2nnc(NC(=O)c3ccco3)s2)c1 | 6.6
O=C(O)[C@H]1[C@H](CO)[C@H]2Cn3c(ccc(-c4ccccc4F)c3=O)[C@H]2N1Cc1ccccc1 | -7.8[25 µM]
CC(C)Sc1nc2ccccc2c(=O)[nH]1 | 6.0
Cc1cc(NC(=O)c2cc3nc(C4CC4)cc(C(F)(F)F)n3n2)no1 | 2.2
COc1ccccc1CN1CCNC(=O)C1CC(=O)NC1Cc2ccccc2C1 (stereo not drawn) | 5.2
Cc1cc(C(=O)N/N=C/c2cccc(Cl)c2Cl)no1 | -88.3
CN(C[C@@H]1N[C@H](CO)[C@@H]1c1ccc(-c2cccc(F)c2)cc1)C(=O)CC1CC1 | 7.5[25 µM]
O=C(Cn1cnc2ccccc21)NC(c1ccccc1)c1ccccc1 | 0.0

Among those listed so far, these have a nitro group on carbon:
SMILES | BL2 CD40 inh
Cc1cc(NC(=O)COC(=O)CCn2c(C)csc2=O)c([N+](=O)[O-])cc1C | -0.6
CSCCC(NC(=O)c1ccco1)C(=O)OCc1cc([N+](=O)[O-])cc2c1OCOC2 (stereo not drawn) | 12.1
O=C1Nc2ccc([N+](=O)[O-])cc2OC1CCN1CCN(Cc2ccccc2)CC1 (stereo not drawn) | 5.5
Cc1c([N+](=O)[O-])nnn1-c1cc(Cl)cc(Cl)c1 | 13.3

Next entries
SMILES | BL2 CD40 inh
O=C(C1CCCC1)N1CC(=O)N2[C@H](CO)[C@H](c3ccc(C#CCc4ccccc4)cc3)[C@H]2C1 | 66.0*
CC(=O)N1CC(C(=O)Nc2ccc3c(c2)OCO3)Oc2ccccc21 (stereo not drawn) | -6.6
CSc1nc2c(c(=O)[nH]1)CCCC2 | 4.2
CC(NC(=O)CCc1nnc(Cc2cccc(C(F)(F)F)c2)o1)C1CC1 (stereo not drawn) | -75.1
Cc1ccccc1OCC(O)CN1CCN(CC(O)COc2ccccc2C)CC1 (stereo not drawn) | 8.6
COc1ccc2oc(C(=O)OCC(=O)N(C)C3CCCCC3)c(C)c2c1 | -8.8
C[C@@H]1CN([C@H](C)CO)C(=O)CCCn2nncc2CO[C@@H]1CN(C)S(=O)(=O)c1ccccc1 | -5.8
Cc1ccc(C)c(S(=O)(=O)N2CCN(CC(=O)Nc3sccc3C#N)CC2)c1 | -9.1
Cc1cc(Nc2ccccc2)n(-c2nc3ccccc3[nH]2)n1 | -3.9
COc1ccc(CNc2nc3ccccc3n2Cc2ccccc2)cc1OC | 2.9
COc1ccccc1CN1[C@H](CO)[C@@H]2c3ccccc3N(C(=O)c3ccc(F)cc3)C[C@@H]21 | 4.9[25 µM]
O=c1[nH]c(/C=C/c2ccccc2F)nc2ccccc12 | -66.7
C[C@H](CO)N1C[C@H](C)[C@@H](CN(C)Cc2ccncc2)Oc2c(NC(=O)C3CCOCC3)cccc2C1=O | -10.7[25 µM]
Cc1ccccc1S(=O)(=O)N1CCCCN2[C@H](CO)[C@@H](c3ccc(-c4cccc(F)c4)cc3)[C@@H]2C1 | -3.0[25 µM]
CN(C)c1ccnc(-n2cccc2/C=N/OCc2ccccc2)c1C#N | -2.9
O=C(Nc1ccc2nc(-c3ccccc3)[nH]c2c1)c1ccco1 | -45.9
C=CCNC(=O)C1CCN(c2cnccn2)CC1 | -3.4
CCOc1cc(N2CCOCC2)c(OCC)cc1NC(=O)Cn1cnnn1 | -16.0
O=C(O)[C@H](Cc1ccccc1)NC(=O)N1CCC(Cc2ccccc2)CC1 | 4.1
Cc1cccc(S(=O)(=O)N2C[C@@H]3[C@H](c4ccccc42)[C@@H](CO)N3CC2CCCC2)c1 | 1.9[25 µM]
COc1cccc(N2CCN(C(=O)c3ccc4nc[nH]c4c3)CC2)c1 | 1.4
CC(OC(=O)c1cccc(-n2cnnn2)c1)C(=O)Nc1ccc(F)cc1Cl (stereo not drawn) | -13.0
O=C(OCC(=O)N1CCCCCC1)c1cccnc1Cl | -75.3
O=C(O)CCC(=O)N1CCc2cc(S(=O)(=O)N3CCCCC3)ccc21 | 4.2
Cc1ccc(C(=O)NCC(=O)N2CCCCCCC2)cc1C | -29.3
Cc1c(C(=O)OC(C)C)[nH]c2c1C(=O)CC(C)(C)C2 | -9.7
Cc1cc(C)cc(NC(=O)c2cccn2-c2ncc(C(F)(F)F)cc2Cl)c1 | 15.2
Clc1nc(-c2cccnc2)nc2scc(-c3ccccc3)c12 | -139.2
CCCCN(C)C(=O)c1nc2ccccn2c1CN1CCN(C/C=C/c2ccccc2)CC1 | 2.7
C/C(=C\c1ccco1)CN1CCN(Cc2ccc(C)o2)C(CCO)C1 (stereo not drawn) | -3.5
O=C(CC12CC3CC(C1)CC(CC(=O)NC1=NCCS1)(C3)C2)NC1=NCCS1 | 11.9
N#C[C@@H]1[C@@H](c2ccccc2C2=CCCC2)[C@H](CO)N1C(=O)C1CC1 | -2.4[25 µM]
COCC(C)NC(=O)c1ccc(Cl)c(Cl)c1 (stereo not drawn) | 13.1
CCCNC(=O)N1[C@@H](CO)[C@@H]2c3ccccc3N(C)C[C@@H]21 | 10.3[25 µM]
Cc1ccc(S(=O)(=O)NCCNC(=O)CN2CCCC2)cc1 | -2.5
O=C(C[C@@H]1C[C@@H]2c3cc(NC(=O)C4CCC4)ccc3O[C@@H]2[C@H](CO)O1)NCCc1ccccc1 | 5.6[25 µM]

The last two compounds of the section above lead into the next:
SMILES | BL2 CD40 inh
Cc1ccc(S(=O)(=O)NCCNC(=O)CN2CCCC2)cc1 | -2.5
O=C(C[C@@H]1C[C@@H]2c3cc(NC(=O)C4CCC4)ccc3O[C@@H]2[C@H](CO)O1)NCCc1ccccc1 | 5.6[25 µM]
Cc1cc2occ(CC(=O)N(CCC(C)C)c3c(N)n(Cc4ccccc4)c(=O)[nH]c3=O)c2cc1C | -0.2
Cc1noc(C)c1NC(=O)N[C@H]1C=C[C@@H](CC(=O)Nc2ccc(-c3ccccc3)cc2)O[C@H]1CO | -7.5[25 µM]
CCC(=O)N[C@H]1CC[C@@H](CC(=O)NCc2ccccc2F)O[C@H]1CO | -1.9[25 µM]
CCCNC(=O)Cn1cnc2sc(C(=O)N3CCCC(C(=O)OCC)C3)c(C)c2c1=O (stereo not drawn) | 7.7
O=C(C[C@@H]1CC[C@H]2[C@@H](COC[C@H](O)CN2Cc2cc(F)cc(F)c2)O1)Nc1nccs1 | 2.2[25 µM]
Cc1ccc(S(=O)(=O)NCC2COc3ccccc3O2)cc1 (stereo not drawn) | -0.7
O=C(c1ccncc1)N1CC[C@@H]2[C@@H](CO)Nc3ccc(Br)cc3[C@@H]21 | -18.5[25 µM]
COCCNC(=O)C(NC(=O)C1CCC(C)CC1)C(C)C (stereo not drawn) | 2.2
C[C@@H]1CN([C@@H](C)CO)C(=O)CCCn2nncc2CO[C@@H]1CN(C)S(=O)(=O)c1ccc(Oc2ccccc2)cc1 | 18.3
CCCN(C)C[C@H]1OCc2cnnn2CCCC(=O)N([C@H](C)CO)C[C@H]1C | 0.8[25 µM]
CCCCn1c(=O)[nH]c2c(oc3ccccc32)c1=O | -3.2
O=C(COC(=O)Cc1cccc(C(F)(F)F)c1)Nc1cccc2ccccc12 | 1.6
CC(C)CCn1c(Cl)nc2c1c(=O)n(C)c(=O)n2C | 3.2
COc1ccc(S(=O)(=O)N2CCCCC2)cc1NC(=O)c1ccc(OC)c(OC)c1 | -14.5
COc1ccc(S(=O)(=O)N(C)C[C@@H]2OCc3cn(nn3)CCCC(=O)N([C@H](C)CO)C[C@@H]2C)cc1 | 1.3[25 µM]
CS(=O)(=O)Nc1ccc2c(c1)[C@H]1C[C@@H](CC(=O)NCc3ccncc3)O[C@H](CO)[C@H]1O2 | -1.1[25 µM]
CN(C)C(=O)c1cccc(-c2ccccc2[C@@H]2[C@H](C#N)N(C(=O)C3CCC3)[C@H]2CO)c1 | -4.9[25 µM]
CCc1ccc(N(CC(=O)NCc2ccc(F)cc2)C(=O)c2csnn2)cc1 | 9.9
CSc1c(CC(=O)Nc2ccccc2)n(Cc2ccccc2)c2ccccc12 | 1.3
Cc1nn(Cc2c(Cl)cccc2Cl)c(C)c1NC(=O)/C=C/c1cnn(C)c1C | 7.7
O=C(CN1CCOCC1)N1c2ccccc2Sc2ccccc21 | 7.6
OC(COCC1COc2ccccc2O1)CN1CCN(c2ccccn2)CC1 (stereo not drawn) | 1.8
CC(OC(=O)c1ccc2ccccc2n1)C(=O)Nc1ccc(N2CCOCC2)cc1 (stereo not drawn) | -13.8
COc1cc2c(cc1OC)C(C(=O)NCCN(C)C)C(c1cccs1)N(C)C2=O (stereo not drawn) | 11.2

With a hit mark in BL2 CD40 inh, among the entries above:
SMILES | BL2 CD40 inh
O=C(C1CCCC1)N1CC(=O)N2[C@H](CO)[C@H](c3ccc(C#CCc4ccccc4)cc3)[C@H]2C1 | 66.0*

(further entries)
SMILES | BL2 CD40 inh
Cc1ccc(NC(=O)c2ccco2)cc1 | -36.5
Cc1csc(NC(=O)CSc2nncs2)n1 | -6.7
CCOC(=O)c1c(-c2ccc3ccccc3c2)csc1NC(=O)CCCC(=O)O | 27.6
O=C(NCCc1csc(-c2cccnc2)n1)c1cccs1 | -4.2
Cc1ccccc1S(=O)(=O)N(C)C[C@H]1OCc2ccccc2-c2c(n(C)c3ccccc23)C(=O)N([C@@H](C)CO)C[C@H]1C | -12.5
COc1ccc(N2CCN(S(=O)(=O)CCNC(=O)c3cccs3)CC2)cc1 | -4.9
Cc1ccc(-c2csc(NC(=O)CSc3nc4ccccc4c(=O)n3CCCN(C)C)n2)cc1 | -6.2
CCN(CC)c1ccc2nc3ccc(N)cc3[n+](-c3ccccc3)c2c1 | 88.2*
Cc1ccccc1NC1=NC2(CCCC2)N=C(N)N1 | -6.8
